IEC-6 cytotox = IEC-6 cytotoxicity, counter-screen for KLF5 inhibitors | luminescence viability | inhibition, % at 5 µM | 290,000 compounds, 0.78% hits | AID 1825; in the data active = inhibition above about 22%;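 note: 0% = plate median of test compound wells and 100% = cytotoxic reference compound wells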
PolyA inh = yeast polyadenylation inhibition. S. cerevisiae SKY197-pL101 polyadenylation reporter, beta-gal luminescence; efflux-impaired pdr1/pdr3 knockout yeast; score 100 = 6 SD above DMSO. 300,000 compounds, 0.02% hits. calls only at 12 µM;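 active = lowest replicate activity score at least 50, where 100 means six control SD above control mean; inconclusive = lowest score under 50 but half or more replicates reach 50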;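 note: yeast exposed to compound for 9 h at 30 °C; higher score means more reporter readthrough which indicates perturbed polyadenylation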
HSP90 refold inh = blocks HSP90-mediated luciferase refolding in reticulocyte lysate; inhibition, % at 5.6 µM; 290,000 compounds, 0.91% hits; Rabbit reticulocyte lysate, luciferase refolding luminescence, 3 h;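 active = inhibition above the screen-wide mean plus 3 SD, computed separately per campaign, cut at about 16% in these data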;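 note: 0% = DMSO wells and 100% = 60 µM geldanamycin wells; inhibitors lower the luminescence because luciferase stays unfolded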
GSK3A inh = inhibitors of human GSK-3 alpha kinase; AID 2650; ADP-Glo luminescence, 60 min; P49840; inhibition, % at 10 µM; 320,000 compounds, 0.1% hits;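 in the data active = inhibition above about 50%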;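 note: GST-tagged GSK-3 alpha with peptide substrate and 25 µM ATP; 0% = DMSO neutral wells and 100% = GW8510 positive control wells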
Target sequence (P49840 whole entry, looked up): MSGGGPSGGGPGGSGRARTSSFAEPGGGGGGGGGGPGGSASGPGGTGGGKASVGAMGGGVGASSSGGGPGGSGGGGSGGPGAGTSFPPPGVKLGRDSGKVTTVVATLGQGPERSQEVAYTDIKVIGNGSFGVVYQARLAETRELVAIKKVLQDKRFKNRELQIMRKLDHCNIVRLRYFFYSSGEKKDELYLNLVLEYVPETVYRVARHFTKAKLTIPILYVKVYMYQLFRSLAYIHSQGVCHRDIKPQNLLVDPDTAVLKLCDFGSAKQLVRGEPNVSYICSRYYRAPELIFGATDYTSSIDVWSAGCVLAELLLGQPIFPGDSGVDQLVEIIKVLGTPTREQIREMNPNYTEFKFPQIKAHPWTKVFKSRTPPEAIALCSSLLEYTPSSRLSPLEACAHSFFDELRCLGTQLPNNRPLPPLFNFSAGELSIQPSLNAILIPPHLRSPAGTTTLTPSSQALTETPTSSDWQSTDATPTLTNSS
AI-2 QS modul = modulates the Vibrio harveyi AI-2 quorum sensing system; Vibrio harveyi JMH597 AI-2 luminescence/OD600 ratio, 9 h; hits give low values; strain lacks LuxN and CqsS sensors; 0 = neutral-control median; activity change, % at 7.5 µM; 300,000 compounds, 0.4% hits; in the data active = activity change below about -75%, passing the limit was not always enough; inconclusive = no clear call, values can overlap the other calls;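 note: luminescence divided by OD600 gain over 9 h not by final OD600 alone; inactives centre near 13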
HSF-1 act = increases HSF-1 driven luciferase reporter signal | NIH3T3-HGL HSF-1 luciferase reporter, MG132, 8 h; 100% = twice DMSO control signal | activation, % at 9 µM | 300,000 compounds, 1.7% hits;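 active = mean replicate activation of at least 50% with a set share of replicates each reaching 50%; inconclusive = only one of those two conditions met; inactive = mean below 50% and too few replicates reaching it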;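 note: 0% = median of the neutral control wells and 100% = twice that signal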
GSK3beta inhib = blocks human GSK3beta kinase activity. P49841. GST-GSK3beta kinase, ADP-Glo luminescence, 60 min; hits give low values. activity score (negative = inhibition), % at 10 µM. 300,000 compounds, 0.038% hits. AID 2097;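 active = more than half of replicate wells score below -50%, meaning over 50% inhibition versus plate controls; inconclusive = some replicates but at most half score below -50%; inactive = no replicate scores below -50%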;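 note: 0% = median DMSO wells and -100% = median GW8510 positive control wells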
Target sequence (P49841 whole entry, looked up): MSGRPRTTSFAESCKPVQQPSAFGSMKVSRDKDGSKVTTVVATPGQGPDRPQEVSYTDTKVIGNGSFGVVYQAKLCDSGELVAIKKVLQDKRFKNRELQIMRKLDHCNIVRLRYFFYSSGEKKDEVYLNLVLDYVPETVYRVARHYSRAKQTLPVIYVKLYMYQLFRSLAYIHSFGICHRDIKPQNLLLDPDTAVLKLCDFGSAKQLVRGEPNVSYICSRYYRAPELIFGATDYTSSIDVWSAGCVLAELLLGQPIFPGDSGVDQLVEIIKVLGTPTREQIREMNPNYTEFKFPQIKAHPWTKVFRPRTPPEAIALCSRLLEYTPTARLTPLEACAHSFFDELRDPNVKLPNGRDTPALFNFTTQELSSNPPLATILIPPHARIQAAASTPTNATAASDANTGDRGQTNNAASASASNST
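Test system – GST-tagged human GSK3beta kinase, cell-free · Incubation – 60 min enzyme reaction, room temperature · Signal – ADP-Glo luminescence · Also added – peptide substrate and ATP at 25 µM · Controls – DMSO neutral wells and GW8510 at 20 µM as positive · Buffer or medium – Tris/MgCl2 kinase buffer · Measure – Luminescence-derived activity versus plate DMSO and GW8510 wells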
KLF5 inh = suppresses KLF5 promoter-driven expression. DLD-1 KLF5 promoter-luciferase reporter, luminescence. inhibition, % at 5 µM. 290,000 compounds, 0.23% hits;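 active = inhibition above a per-plate limit of that plate's mean compound inhibition plus 3 SD, cut at about 60% in these data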;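 note: 0% = DMSO wells and 100% = LY294002 at 200 µM; higher means less KLF5 promoter-driven luciferase light; inactives centre near -14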
HSF1 inhib = HSF1 inhibition; AID 2098; activity change, negative = inhibition, % at 7.5 µM (by protocol); 300,000 compounds, 0.77% hits; NIH3T3-HGL HSE-luciferase, MG132-induced, luminescence 8 h; hits give low values;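 active = more than half of replicate wells show activity change below -50%, luminescence cut by over half; inconclusive = some wells, but at most half, below -50%; inactive = no replicate well below -50%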;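 note: luciferase reports HSF-1 transcriptional activity via heat shock element; 0% = median of DMSO wells and -100% = zero luminescence signal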
aSyn UTR inh = MLPCN primary screen, SNCA 5' untranslated region | alpha-synuclein 5'UTR reporter, inhibitor activity | inhibition, % (tested at 7.5 µM) | 300,000 compounds, 0.82% hits; in the data active = inhibition above about 60%; inconclusive = no clear call, values can overlap the other calls;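 note: H4 neuroglioblastoma cells stably carrying SNCA 5'UTR luciferase fusion; 0% = DMSO wells and 100% = positive control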
The depositor's hits bear a star; i = inactive; ? = inconclusive; · = not tested or not shown. Only part of the results is shown; count on the stated rates, not on these rows.

smiles	IEC-6 cytotox	PolyA inh	HSP90 refold inh	GSK3A inh	AI-2 QS modul	HSF-1 act	GSK3beta inhib	KLF5 inh	HSF1 inhib	aSyn UTR inh
Cc1c(CCC(=O)NCCCC(=O)O)c(=O)oc2cc3oc4c(c3cc12)CCCC4	2	i	3	1	11	-22	2	-16	-19	44
CC(C)c1ccc(NC(=O)COC(=O)C2=COCCO2)cc1	1	i	-4	-5	5	6	2	6	-5	-34
O=C(c1cccnc1)N1C2C=CC(C2)C1(C(F)(F)F)C(F)(F)F (stereo unspecified)	-1	i	-1	-1	10	27	0	-32	8	-8
COc1ccccc1CNC(=O)c1cc(C(C)=O)c[nH]1	4	i	-3	0	24	2	2	-8	-1	16
C=CCOc1cccc(C(=O)NC(c2ccccc2)C(C)C)c1 (stereo unspecified)	-1	i	4	-1	7	7	-1	-8	-3	0
CCOC(=O)c1ccc2nc(C(F)(F)F)[nH]c(=O)c2c1	-1	i	0	-3	20	-5	1	-6	-4	13
O=C(NCc1csc(-c2cccs2)n1)Nc1ccc(F)cc1F	0	i	-1	-1	30	·	3	-13	·	·
O=c1[nH]cc(S(=O)(=O)N2CCN(c3cccc(C(F)(F)F)c3)CC2)c(=O)[nH]1	·	i	·	-1	15	0	-2	·	-3	-28
COc1ccc(CCC(=O)c2ccc(OC)cc2)cc1	·	i	·	-4	-83*	-6	2	·	-1	3
COc1ccc(N2CCN(C(=O)COC(=O)Cc3ccc(F)cc3)CC2)cc1	·	i	·	-1	16	5	1	·	-6	-1
COCC(=O)N1CCC(Oc2ccc(C(=O)NCc3cc(C(C)C)no3)cc2)CC1	3	i	1	4	-11	7	-14	-1	10	7
O=C(NCCCN1CCOCC1)C(=O)N/N=C/c1ccc2c(c1)OCO2	-4	i	1	2	-4	-2	-3	-32	-7	6
O=C(NCCCc1nc2ccccc2[nH]1)c1cccs1	2	i	-1	1	12	-11	-1	-23	0	14
Cc1cccc(NC(=O)NC2(C)CCS(=O)(=O)C2)c1 (stereo unspecified)	-3	i	1	10	-2	33	1	-1	7	3
O=C(Cn1cnc2ccccc21)Nc1ccc(C(=O)O)cc1	5	i	0	0	34	-3	0	-13	-2	6
CCOc1ccc(S(=O)(=O)N(CC(=O)NCc2cccnc2)c2ccc(F)cc2)cc1	4	i	2	-1	17	-7	-3	-4	2	16
CCCCCn1c(SCCc2ccccc2)nc2c1c(=O)[nH]c(=O)n2C	-8	i	2	-3	15	5	0	11	13	22
O=C(N/N=C1\CCSc2ccc(F)cc21)c1cccnc1	-3	i	-1	4	13	-6	-1	-13	1	-13
CC(=O)N1CCCc2cc(S(=O)(=O)N3CCCC(C(=O)NCc4ccccc4Cl)C3)ccc21 (stereo unspecified)	-3	i	-6	0	39	5	-1	-6	9	17
CCOc1ccc(C(=O)/C=C/Nc2ccc(S(=O)(=O)N=C(N)N)cc2)cc1	3	i	4	1	21	7	-1	-15	-8	-14
Cc1cc(F)ccc1NS(=O)(=O)c1c(C(=O)N2CCOCC2)c(C)n(C)c1C	2	i	5	0	7	-18	-1	-11	0	-6
CNC(=O)NC(=O)COC(=O)CCCOc1ccc(OC)cc1	1	i	1	-1	21	-5	0	19	-3	7
CN1CCN(S(=O)(=O)c2cccc(C(=O)Nc3ccc(Br)cc3Br)c2)CC1	-4	i	-1	4	20	-14	0	1	2	10
CCOc1ccc(S(=O)(=O)N2CCN(C(=S)NCc3ccco3)CC2)cc1	3	i	-1	0	1	35	-3	-3	-2	28
O=C(c1nc2ccccn2c1CN1CCCC(O)C1)N1CCN(C2CCCCC2)CC1 (stereo unspecified)	-6	i	-6	0	10	-14	0	-33	-3	-16
CCOC(=O)/C=C1\Nc2ccccc2OC1=O	-7	i	5	-3	37	20	1	-2	24	-45
CN(CC(=O)NC(=O)NCc1ccccc1)Cc1ccc(Cl)c(Cl)c1	-6	i	-1	0	-27	4	-1	-12	5	-6
COc1ccc(/C(C)=C(\C#N)C(=O)OC(C)C)cc1OC	1	i	8	0	24	-2	1	11	-5	11
CC1CCCN(C(=O)c2ccc(CNc3c(N4CCCCC4)c(=O)c3=O)cc2)C1 (stereo unspecified)	3	i	1	-3	5	-48	1	0	-37	-2
CCn1c(C)nnc1SCC(=O)Nc1cccc(Cl)c1	1	i	4	-4	-9	-2	1	-43	-7	14
CCOC(=O)c1ccccc1N1C(=O)C2Sc3[nH]c(=O)sc3C(/C=C/c3ccccc3)C2C1=O (stereo unspecified)	-6	i	-5	1	12	22	1	-17	2	-16
CCCCC1=CC2=C(c3ccco3)C(=O)C(C)(OC(=O)c3ccc(OC)cc3)C(=O)C2=CN1C1CCCC1 (stereo unspecified)	·	i	·	-4	43	25	2	·	6	-25
O=C(CC(c1ccccc1)c1ccccc1O)N1CCCCC1 (stereo unspecified)	3	i	-5	-2	10	3	0	-45	2	18
Nc1nc2c(F)cccc2s1	-2	i	-3	-1	13	9	-1	-43	-3	-16
CCCOc1ccc(S(=O)(=O)n2cc(F)c(=O)[nH]c2=O)cc1	44*	i	-3	-3	·	4	·	-5	-4	-5
Cc1c(NC(=O)/C(C#N)=C/C2CC=CCC2)c(=O)n(-c2ccccc2)n1C (stereo unspecified)	-2	i	-2	-1	6	-14	3	-11	3	8
Cc1ccc(NS(=O)(=O)c2cc(C(=O)NCCSC3CCCCC3)ccc2C)cc1	-3	i	0	-1	26	-4	-5	-30	6	4
Cc1ccc(SCc2nc(-c3ccncc3)no2)cc1	5	i	-2	-1	-6	9	-1	0	14	-35
c1ccc(SCc2nc3ccccc3[nH]2)nc1	-2	i	-4	-2	19	17	1	-69	-2	-75
Cc1ccc(C(=O)Nc2cccc(NC(=O)CN3CCCCC3)c2)cc1	7	i	2	0	-6	10	1	-65	7	0
CC12COC3(C(=O)NCCc4ccccc4)CC1CCC32C (stereo unspecified)	5	i	-1	0	4	18	1	-64	-5	-38
Cc1ccccc1-c1nc2c(s1)CCc1onc(-c3ccc(Cl)cc3)c1-2	·	i	·	0	14	-23	0	·	-4	-6
Cc1ccc(NC(=O)CN(C)S(=O)(=O)c2cnc[nH]2)c(C)c1	2	i	-4	1	9	-24	-1	-33	-5	6
CCOC(=O)c1cc(-c2csc(Nc3ccccc3Cl)n2)on1	-7	i	-4	1	-2	·	-5	-12	·	·
CCCCCCNC(=O)c1c(O)c2cccc3c2n(c1=O)CCC3	-1	i	2	0	5	-6	0	-7	1	21
Cc1c(NC(=O)c2ccccc2NS(=O)(=O)c2ccc(Br)cc2)c(=O)n(-c2ccccc2)n1C	3	i	0	-4	0	13	2	9	5	4
Cc1ccc2c(c1)C(c1ccccc1)N(C(=O)c1ccc(Br)o1)CC(=O)N2 (stereo unspecified)	4	i	1	-2	17	28	-5	-21	5	-34
COc1ccc(-[n+]2c(C)cc(/C=C3\Sc4ccccc4N3C)cc2C)cc1	32*	i	2	9	-11	1	-7	16	-9	-3
C=CCNC(=O)CN1CCC(NC(=O)c2ccco2)CC1	-1	i	-2	-4	14	-3	-1	-7	0	-14
Cc1ccc(NC(=O)c2c(C(F)(F)F)nn(C)c2SCc2ccc(Cl)cc2)cc1C	6	i	2	0	12	-52	1	19	?	-35

Remaining list, next part:
smiles	IEC-6 cytotox	PolyA inh	HSP90 refold inh	GSK3A inh	AI-2 QS modul	HSF-1 act	GSK3beta inhib	KLF5 inh	HSF1 inhib	aSyn UTR inh
O=c1oc(-c2ccc(Cl)c(Cl)c2)nn1-c1ccc(C(F)(F)F)cn1	-5	i	0	-1	48	14	-6	-12	8	-38
Cc1cccc(NC(=O)CCCC(=O)OC(C)C(=O)c2ccccc2)c1 (stereo unspecified)	0	i	-5	1	·	29	·	0	11	3
Cc1nc2ccccc2n1CCOc1ccccc1	0	i	3	-1	-1	-5	-4	-23	2	4
CCOC(=O)CCSc1nc(C)c2cc(OC)ccc2n1	-2	·	-5	0	3	29	-1	-33	5	-123
Cc1nn(-c2ccccc2)c2sc(C(=O)n3cccn3)cc12	·	i	·	-1	11	20	0	·	-4	-4
C[C@H](CCC(=O)O)[C@H]1CC[C@H]2[C@@H]3CC[C@@H]4C[C@H](O)CC[C@]4(C)[C@H]3C[C@H](O)[C@]12C	·	i	·	-5	11	-1	6	·	1	7
O=C(Nc1cccnc1Cl)c1cc(-c2ccc(F)cc2)on1	0	i	-5	2	11	3	-2	-6	4	-74
CCOc1ccc(Nc2nc(N(C)c3ccccc3)nc(N)c2[N+](=O)[O-])cc1	0	i	5	-2	-2	-17	0	13	-1	19
Cc1nn(Cc2nnc(SCC(=O)Nc3ccc(Cl)cc3)n2C)c(C)c1[N+](=O)[O-]	-5	i	-6	10	20	0	1	-15	7	5
O=C(NCCc1c[nH]c2ccccc12)C(=O)NCC(c1cccnc1)N1CCN(c2ccccc2)CC1 (stereo unspecified)	-4	i	2	1	2	-14	2	0	-2	0
Cc1[nH]c2ccccc2c1/C=N/NC(=O)C1CC1(c1ccccc1)c1ccccc1 (stereo unspecified)	-1	i	-3	3	15	8	0	-7	0	-7
CC(O)CNc1ncnc2cc(-c3ccc(F)cc3)sc12 (stereo unspecified)	0	i	2	-1	25	33	2	-60	18	-62
CC1CCCN(CCCNC(=O)c2ccc3c(c2)N(Cc2ccccc2F)C(=O)c2ccccc2S3(=O)=O)C1 (stereo unspecified)	6	i	-1	2	-6	25	0	-19	-1	-10
O=C(NCc1ccc2c(c1)OCO2)C1CC(=O)N(C2CCCC2)C1 (stereo unspecified)	-2	i	-1	1	23	10	1	-28	5	2
O=C(NC1CCCCC1)c1ccc(-c2ccccc2[N+](=O)[O-])o1	2	i	-1	-4	7	44	-1	-134	27	-83
C#CCONC(=O)c1cc(OCC(F)(F)F)ccc1OCC(F)(F)F	-12	i	-5	-1	21	5	-3	-12	-6	6
Cc1c(Br)c([N+](=O)[O-])nn1CC(=O)N1CCc2ccccc2C1	-8	i	-4	0	13	-3	3	-13	-8	6
Cc1ccc(OCC(=O)N(Cc2cccc(Cl)c2)C2CCS(=O)(=O)C2)cc1C (stereo unspecified)	0	i	3	2	17	3	3	-26	5	35
CCN(CC(=O)NCc1ccc(Cl)cc1)C(=O)c1ccc(C#N)cc1	-3	i	-2	-2	20	12	-3	-33	4	2
COc1cc([N+](=O)[O-])ccc1NC(=O)CN1CCCC1	3	i	-4	0	11	-7	3	-13	2	-10
CCc1cc(-c2n[nH]c(C)c2-c2nc(C)cs2)c(O)cc1OC	1	i	-4	5	17	·	-4	-36	·	-47
